Screening results from PubChem BioAssay.
PhoP GFP inhibition: Inhibition of PhoP regulon, Salmonella typhi GFP reporter cells, confirmation, 4 h (AID 1850); Salmonella Typhi PhoP-promoter GFP reporter, fluorescence, 4 h; higher % means a stronger effect; inhibition, % at 50 µM; hits with a dose series show IC50 in µM; actives 0.33% (n = 310,000); in the data active = a potency from the dose series; inconclusive = inhibition mostly from about 25% at the one dose, without a potency; inactive = the rest, 99 in 100 with inhibition below about 19%;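 also: 0% = induced wells with vehicle and 100% = uninduced wells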
H1N1 NS1A inhibition: H1N1 influenza NS1A inhibitors, functional cell based assay (AID 504329); NS1A functional cell-based assay, percent inhibition; higher % means a stronger effect; inhibition, % at 12.5 µM; hits with a dose series show IC50 in µM; actives 0.3% (n = 340,000); in the data active = a potency from the dose series; inconclusive = inhibition above about 27% without an active follow-up result; also: strong numbers were not always called active
VEEV TC-83 Vero: inhibitors of VEEV TC-83 cytopathic effect, confirmation, Vero cells (AID 588727); Vero cells, VEEV TC-83 cytopathic effect inhibition; higher % means a stronger effect; inhibition, % at 20 µM; hits with a dose series show IC50 in µM; actives 0.13% (n = 350,000); in the data active = a potency from the dose series; inconclusive = inhibition mostly from about 14% at the one dose, without a potency; inactive = the rest, 99 in 100 with inhibition below about 12%; also: strong numbers were not always called active
tuberculosis growth: growth inhibition of non-replicating M. tuberculosis (AID 488890); Mycobacterium tuberculosis non-replicating, growth inhibition; higher % means a stronger effect; one-dose inhibition, % at 25 µM; IC50 in µM for titrated hits; actives 0.39% (n = 320,000); in the data active = a potency from the dose series; inconclusive = inhibition mostly from about 82% at the one dose, without a potency; inactive = the rest, 99 in 100 with inhibition below about 76%;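 also: plate controls were DMSO cells for no effect and high antibiotic wells for full effect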
H37Rv inhibition: M. tuberculosis growth inhibition, HTS (AID 449762). inhibition, % at 25 µM; hits with a dose series show IC50 in µM. M. tuberculosis H37Rv growth inhibition, 7H9 media; higher % means a stronger effect. actives 0.59% (n = 330,000); in the data active = a potency from the dose series; inconclusive = inhibition above about 70% without an active follow-up result;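 also: bacterial growth assessed after seven days of incubation; strong numbers were not always called active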
VEEV TC-83 Vero 10K pilot screen: further read-out of VEEV TC-83 Vero, marked with its call; inhibition, %; measured here: 10K pilot screen inhibition
Active calls of the source: *; i = inactive; ? = inconclusive; . = not tested or not shown.

SMILES	PhoP GFP inhibition	H1N1 NS1A inhibition	VEEV TC-83 Vero	tuberculosis growth	H37Rv inhibition	others
O=C(CCN1C(=O)/C(=C/c2ccc(Cl)cc2)SC1=S)Nc1ccc(C(=O)O)cc1	1%	3%	0.5%	0%	0%
COc1ccccc1CCN1CCCC(CN(C)C(=O)c2ccco2)C1 (centres undefined)	3%	-10%	i	-2%	-8%
COc1ccccc1NS(=O)(=O)c1cccc(NC(=O)C2CC2)c1	.	-5%	2.8%	-4%	-4%
CC(CCN1CCN(CCO)CC1)c1ccccc1 (centres undefined)	-6%	2%	0.6%	-6%	6%
CN1CCN(c2ccc([N+](=O)[O-])cc2C(=O)Nc2ccccc2)CC1	13%	-3%	9.7%	-14%	-1%
O=C(CNC(=O)c1ccccc1F)OCC(=O)c1c[nH]c2ccccc12	.	-10%	1.2%	-2%	-4%
CC(OC(=O)c1nn(C)c(=O)c2ccccc12)C(=O)Nc1ccc(S(N)(=O)=O)cc1 (centres undefined)	9%	-13%	1.5%	-8%	-7%
O=c1c2ccccc2nc(/C=C/c2ccccc2)n1-c1ccc(O)cc1	6%	2%	?	-20%	>100µM*
CC1=CC(=C(C#N)C#N)C=C(C)N1CCC(C)C	-2%	-8%	i	-15%	-1%
COc1ccccc1-c1cc(C(=O)NCc2cccs2)no1	-4%	-12%	i	3%	-4%
Cc1nn(C(=O)c2cccs2)c(N)c1-c1ccccc1	1%	-3%	0.8%	21%	1%
COc1ccc(NC(=O)CN(C)C(=O)CNC(=O)c2ccc(C)s2)cc1	-1%	-11%	0.8%	2%	-4%
CN(C)c1ccc(NC(=O)CN2CCC(NC(=O)C3CCCCC3)CC2)cc1	10%	8%	4.3%	79%	-8%
OCCOc1nnnn1-c1ccccc1	-4%	4%	0.7%	-1%	6%
Cc1ccc(O)c(C2=NOC(O)(C(F)(F)C(F)F)C2)c1 (centres undefined)	-1%	-4%	1.8%	37%	29%

The closing 3 compounds of the section before lead into the next.
SMILES	PhoP GFP inhibition	H1N1 NS1A inhibition	VEEV TC-83 Vero	tuberculosis growth	H37Rv inhibition	others
CN(C)c1ccc(NC(=O)CN2CCC(NC(=O)C3CCCCC3)CC2)cc1	10%	8%	4.3%	79%	-8%
OCCOc1nnnn1-c1ccccc1	-4%	4%	0.7%	-1%	6%
Cc1ccc(O)c(C2=NOC(O)(C(F)(F)C(F)F)C2)c1 (centres undefined)	-1%	-4%	1.8%	37%	29%
O=C(CN1C(=O)c2ccccc2C1=O)NC1CCCCCC1	5%	3%	0.8%	-11%	-6%
C=CCOC(=O)C1=C[C@H](C2CCCCC2)[C@@H](CCCO)[C@H](OCC)O1	9%	7%	0.5%	-9%	2%
COC(C(=O)Nc1ccnn1C1CCN(Cc2nccs2)CC1)c1ccccc1 (centres undefined)	2%	-6%	0.4%	-7%	0%
COc1ccc(S(=O)(=O)N2CCCC2CNC(=O)C(=O)Nc2ccc(F)cc2)cc1 (centres undefined)	3%	-3%	8.6%	20%	6%
Cc1cc(F)ccc1S(=O)(=O)Nc1ccccc1C(=O)NC1CCN(Cc2ccccc2)CC1	.	-11%	0.6%	.	.
COc1ccc(C2c3[nH]c4ccccc4c3C[C@H]3C(=O)N(c4ccccc4C(=O)N4CCC[C@@H]4C(=O)O)C(=O)N23)cc1 (some centres undefined)	-5%	-2%	2.3%	12%	-4%
OCC(O)[C@@H](O[C@H]1O[C@H](CO)[C@@H](O)[C@H](O)[C@H]1O)[C@H](O)[C@@H](O)CO (some centres undefined)	-11%	-3%	0.4%	-3%	-4%
CN(CC(=O)Nc1cccc(F)c1)CC(=O)NC(c1ccccc1)c1ccccc1	.	10%	5.5%	17%	5%
COc1ccc(C(=O)/C=C/c2cccnc2)c(OC)c1	-5%	-4%	>25µM*	77%	8%
Cc1ccc2cccc(OCCOCCOc3ccccc3Br)c2n1	-5%	-1%	5.0%	10%	-8%
Cc1c(N2C(=O)c3ccccc3C2(O)c2ccccc2)c(=O)n(-c2ccccc2)n1C (centres undefined)	10%	3%	6.7%	-11%	-5%
Cc1cccc(C)c1NC(=O)CN(C)C(=O)c1ccccc1C(=O)N(C)Cc1ccccc1	6%	5%	0.1%	6%	-7%
COc1ccc(Oc2ccc(/C=C/C(=O)c3cccc(OC)c3)cc2[N+](=O)[O-])cc1	2%	-3%	9.2%	47%	-17%
Cc1cc(N)n(-c2ccc(C)c(C)c2)n1	-10%	0%	0.5%	4%	8%
Cc1cc(C)c2c(c1)cc(C)c1nnc(SCC(=O)N3CCCc4ccccc43)n12	1%	-5%	1.5%	-12%	-3%
Cc1ccc(C(=O)Nc2ccc(S(=O)(=O)Nc3cnc4ccccc4n3)cc2)cc1	3%	8%	1.1%	53%	1%
CC(CN1CCN(Cc2ccccc2)CC1)OC(=O)c1ccco1 (centres undefined)	9%	-17%	7.1%	-8%	3%
CC(=O)c1cc2c(C)cc(=O)oc2cc1O	-20%	-4%	1.1%	0%	-12%
Cc1ccc(-c2nc3ccccc3[nH]c2=O)cc1	-11%	8%	0.4%	-7%	5%
CC(C)OCCCNc1nc2c([nH]1)c(=O)n(C)c(=O)n2C	-10%	-11%	0.3%	-8%	-8%
Cc1ccc(C)c(S(=O)(=O)N2CCN(C(=O)c3n[nH]c(=O)c4ccccc34)CC2)c1	.	-18%	4.9%	16%	-7%
N#Cc1c(NCCO)ccc([N+](=O)[O-])c1NCCO	-5%	-17%	1.3%	1%	-3%
CCCc1c(O)nc(SCC(=O)N2CCCCC2)[nH]c1=O	-1%	-10%	i	5%	15%
Cn1c(SCC(=O)N2CCN(S(=O)(=O)c3ccccc3)CC2)nc2ccccc21	6%	9%	i	14%	0%
CCOC(=O)C(CC)n1cnc2c(cnn2-c2ccc(Cl)cc2)c1=O (centres undefined)	3%	-22%	10%	0%	-1%
CCOC(=O)C1CCCN(C(=O)/C(=C/c2ccco2)NC(=O)c2ccccc2)C1 (centres undefined)	-10%	9%	1.0%	1%	6%
COc1ccc(/C=C/C(=O)N[C@@H](C)C(=O)O)cc1	6%	-3%	0.1%	-2%	13%
Nc1ccc(-n2c(N)c(C(=O)NCc3ccc4c(c3)OCO4)c3nc4ccccc4nc32)cc1	-7%	2%	8.8%	3%	0%
CCOc1ccc(C(=O)N2CCC3(CC2)NCCc2[nH]cnc23)cc1OCC	10%	10%	i	0%	0%
O=C(c1cc([N+](=O)[O-])ccc1N1CCOCC1)N1CCN(c2ccc([N+](=O)[O-])cc2)CC1	6%	3%	7.3%	60%	31%

Next part; it opens with the three that closed the last part.
SMILES	PhoP GFP inhibition	H1N1 NS1A inhibition	VEEV TC-83 Vero	tuberculosis growth	H37Rv inhibition	others
Nc1ccc(-n2c(N)c(C(=O)NCc3ccc4c(c3)OCO4)c3nc4ccccc4nc32)cc1	-7%	2%	8.8%	3%	0%
CCOc1ccc(C(=O)N2CCC3(CC2)NCCc2[nH]cnc23)cc1OCC	10%	10%	i	0%	0%
O=C(c1cc([N+](=O)[O-])ccc1N1CCOCC1)N1CCN(c2ccc([N+](=O)[O-])cc2)CC1	6%	3%	7.3%	60%	31%
O=C(Nc1ccccn1)c1ccc(C(=O)c2ccccc2)cc1	6%	-8%	7.9%	i	?
Cc1ccc(OCCn2ncc3ccccc3c2=O)c(C)c1	-6%	-10%	1.9%	18%	9%
COc1ccc2[nH]c3c(NCCN4CCCCC4)ncnc3c2c1	6%	0%	1.6%	12%	5%
Brc1nc(-c2ccccc2)nc(-c2ccccc2)c1Br	-2%	.	i	1%	-5%
COc1ccccc1N1CCN(C(=O)CN(c2cc(C)cc(C)c2)S(C)(=O)=O)CC1	12%	1%	i	-7%	-9%
COc1ccc(-n2c(Cc3cccn3C)nnc2SCC(=O)Nc2ccccc2C)cc1	-12%	5%	0.4%	19%	0%
Cc1ccc(NC(=O)CC(NC(=O)c2ccccc2Cl)c2ccccc2)nc1 (centres undefined)	.	-9%	1.1%	26%	1%
Cc1ccc(OCn2c(=O)sc3ccccc32)cc1	-4%	-1%	0.8%	23%	-8%
CC(C)Oc1ccc(C(=O)NNC(=O)c2ccccc2C(=O)O)cc1	-11%	-4%	0.9%	-3%	6%
Cc1ccc([N+](=O)[O-])cc1S(=O)(=O)Nc1cccc(S(=O)(=O)Nc2ccccc2C(=O)O)c1	.	-6%	0.7%	3%	9%
CCC(C)c1ccc(NC(=S)NCc2ccccn2)cc1 (centres undefined)	-19%	-9%	0.6%	?	33%
CC(Oc1ccc(Cl)cc1)C(=O)N(C)CC(=O)Nc1ccc(N2CCOCC2)cc1 (centres undefined)	-9%	-9%	7.4%	1%	-8%
C=CCn1c(SC(CCO)C(=O)NCc2ccco2)nc2sc3c(c2c1=O)CCC3 (centres undefined)	-6%	-2%	1.2%	0%	-18%
COc1cc(/C=N/N=C2/NC(=O)C(Cc3ccccc3)S2)ccc1O (centres undefined)	8%	-21%	12%	2%	1%
O=C(NNC(=O)c1c(O)c2ccccc2[nH]c1=O)c1ccccc1	6%	-9%	0.7%	6%	4%

Compounds above containing fluorine:
SMILES	PhoP GFP inhibition	H1N1 NS1A inhibition	VEEV TC-83 Vero	tuberculosis growth	H37Rv inhibition	others
O=C(CNC(=O)c1ccccc1F)OCC(=O)c1c[nH]c2ccccc12	.	-10%	1.2%	-2%	-4%
Cc1ccc(O)c(C2=NOC(O)(C(F)(F)C(F)F)C2)c1 (centres undefined)	-1%	-4%	1.8%	37%	29%
COc1ccc(S(=O)(=O)N2CCCC2CNC(=O)C(=O)Nc2ccc(F)cc2)cc1 (centres undefined)	3%	-3%	8.6%	20%	6%
Cc1cc(F)ccc1S(=O)(=O)Nc1ccccc1C(=O)NC1CCN(Cc2ccccc2)CC1	.	-11%	0.6%	.	.
CN(CC(=O)Nc1cccc(F)c1)CC(=O)NC(c1ccccc1)c1ccccc1	.	10%	5.5%	17%	5%

The list continues:
SMILES	PhoP GFP inhibition	H1N1 NS1A inhibition	VEEV TC-83 Vero	tuberculosis growth	H37Rv inhibition	others
CC(C)N(C(=O)Cn1c(-c2ccccc2Cl)nc2ccccc21)c1ccccc1	-4%	17%	4.1%	57%	-1%
COc1ccc(C(=O)N2CCN(c3ccccc3)CC2)cc1S(=O)(=O)N1CCOCC1	2%	-3%	1.3%	-4%	-8%
O=c1[nH]n(-c2ccccc2Cl)c(=O)c2ccccc12	-11%	-15%	i	0%	1%
CC1=CC(=Nc2c(C)n(C)n(-c3ccccc3)c2=O)C=C(C)C1=O	-4%	14%	i	10%	-7%
CC(NC(=O)CSc1nnc(-c2cccnc2)n1N)c1ccccc1 (centres undefined)	3%	1%	0.7%	0%	-7%
CC(/C=N/NC(=O)c1nnn(-c2nonc2N)c1C(C)C)=C\c1ccco1	12%	16%	3.1%	28%	-5%
Cc1nn(CCCC(=O)Nc2cc(Oc3ccccc3)cc([N+](=O)[O-])c2)c(C)c1[N+](=O)[O-]	10%	15%	2.4%	13%	?
FC(F)(F)c1cc(CCN2CCNC[C@H]2Cc2cccc3ccccc23)cc(C(F)(F)F)c1	5%	10%	i	?	?	VEEV TC-83 Vero 10K pilot screen=0.0
CC(=O)c1ccc(OCCNS(=O)(=O)c2ccc(-n3cnnn3)c(C)c2)cc1	-14%	6%	1.9%	10%	9%
Cc1cc(C)c(OCC(=O)Nc2ccccn2)c([N+](=O)[O-])c1	11%	-1%	0.6%	8%	-5%
CCOC(=O)c1c(NC(N)=O)nc2n1CCC2	-5%	8%	i	7%	-13%
COc1cccc(CC(=O)OCC(=O)NC(=O)c2ccc(OC(F)F)cc2)c1	-3%	-12%	7.5%	7%	0%
Cc1cccc(NC(=O)c2ccc(NCC3CCCO3)c([N+](=O)[O-])c2)n1 (centres undefined)	-3%	-4%	7.3%	3%	1%
Nc1ccc2nc(-c3ccc(N)c(Cl)c3)[nH]c2c1	-3%	11%	5.2%	9%	3%
COc1ccc(S(=O)(=O)N(CC(=O)NN=C2CCN(C)CC2)c2ccc(C)cc2)cc1OC	-2%	20%	1.8%	-7%	-4%
CN(C)S(=O)(=O)c1ccc(Cl)c(NC(=O)CN2C(=O)NC3(CCCC3)C2=O)c1	13%	13%	1.0%	2%	-4%
COc1ccc(CCN2CC34C=CC(O3)C(C(=O)NCc3ccccc3)C4C2=O)cc1OC (centres undefined)	0%	3%	1.4%	-7%	1%	VEEV TC-83 Vero 10K pilot screen=0.6
Cc1ccc2nc(NC(=O)CSc3nc(=O)n(CCN(C)C)c4c3CCCC4)sc2c1	5%	-1%	13%	22%	8%
